# MEKK2 WT-MEK5 – raises or lowers MEK5 binding to wildtype human MEKK2 PB1 domain; Q9Y2U5; bead flow cytometry, Alexa488-MEK5 binding to MEKK2 WT; actives lie on both sides; binding response (% of control), % at 10 µM; 1.1% of 290,000 active; AID 1531; in the data active = binding response below about 67% or above about 130%
# NS3 helicase inh – blocks Hepatitis C virus NS3 helicase unwinding; NS3 helicase DNA unwinding, Cy5 molecular beacon fluorescence; inhibition, % at 10.9 µM; 0.56% of 290,000 active; AID 1800;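 active = inhibition above the mean of all tested compounds plus 3 SD, set per campaign, cut at about 35% in these data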;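 note: 0% = DMSO wells and 100% = thioflavine S control wells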
#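 Control set: DMSO versus 110 µM thioflavine S; Material: NS3 helicase fragment of HCV; Measured by: Cy5 fluorescence at 0 and 60 min, beacon hairpin quenching; Read-out basis: percent inhibition from t60/t0 fluorescence ratio; Times: reaction time 60 min, 25 °C; Repeats: single replicate; Compound dosing: single dose, 10.9 µM nominal final, DMSO 0.8% final.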
# IMP-1 inhibitor – blocks Pseudomonas aeruginosa IMP-1 metallo-beta-lactamase; purified IMP-1, nitrocefin hydrolysis, epi-absorbance fluorescence; inhibition, % at 5.6 µM; 0.45% of 290,000 active;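 active = inhibition above the mean plus 3 SD of all compounds in the same screening run, cut at about 4.5% in these data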;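 note: 0% = IMP-1 with DMSO and 100% = DMSO wells lacking enzyme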
#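 System: purified recombinant IMP-1 beta-lactamase. Medium: Zinc- and detergent-supplemented HEPES buffer, pH 7.1. Compound: one 5.6 µM dose […]. Schedule: 15 min preincubation plus 25 min reaction at 25 °C. Technique: Epi-absorbance fluorescence, 480 nm excitation, 530 nm emission.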
# NALP1 inh – NALP1 inhibition. S. cerevisiae NALP1/ASC/caspase-1 growth, X-gal OD620, 72 h. inhibition, % at 10 µM. 0.61% of 280,000 active; in the data active = inhibition mostly above about 24%, no sharp cut-off; inactive = mostly below about 32%; note: some compounds called inactive have numbers as strong as hits
# MEKK2 mut-MEK5 – signal of MEK5 binding to mutant human MEKK2 PB1 domain | 0.35% of 290,000 active | AID 1530 | bead flow cytometry, Alexa488-MEK5 binding to MEKK2 mutant | percent response, % at 10 µM; in the data active = percent response above about 24%, passing the limit was not always enough; note: inactives centre near 1; some results filed as inactive read as strong as hits
# PfM18AAP inh – blocks P. falciparum M18 aspartyl aminopeptidase; recombinant PfM18AAP, H-Glu-NHMec fluorogenic cleavage; inhibition, % at 7.35 µM; 1.2% of 290,000 active;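 active = inhibition above the campaign mean inhibition over all tested compounds plus 3 SD, cut at about 28% in these data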;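 note: 0% = plate median of test compound wells and 100% = 2 mM ZnCl2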
# VIM-2 inhibitor – inhibitors of Pseudomonas aeruginosa VIM-2 metallo-beta-lactamase | purified VIM-2, nitrocefin hydrolysis, epi-absorbance fluorescence | inhibition, % at 5.6 µM | 0.89% of 290,000 active | AID 1527;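 active = inhibition above the mean of all tested compounds plus 3 SD, cutoff set per screening run, cut at about 7.5% in these data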;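 note: red hydrolysis product quenches plate fluorescence so inhibitors raise well fluorescence; 0% = enzyme with DMSO and 100% = DMSO without enzyme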
# DNA FID counter – fluorescent intercalator displacement, NS3 helicase counter-screen; DNA fluorescent intercalator displacement, fluorescence; inhibition, % at 7.9 µM; 0.17% of 290,000 active; in the data active = inhibition above about 37%;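 note: 0% = vehicle and 100% = reference compound; higher means more ethidium bromide displaced from hairpin DNA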
# SUMO HTRF inh – blocks human SUMOylation mediated by UBC9; P63279; 0.36% of 290,000 active; inhibition, % at 35 µM; HTRF SUMOylation assay, SAE1/SAE2 + UBC9, in vitro; in the data active = inhibition above about 50%, passing the limit was not always enough; note: strong numbers were not always called active
# Target sequence (P63279 whole entry, looked up): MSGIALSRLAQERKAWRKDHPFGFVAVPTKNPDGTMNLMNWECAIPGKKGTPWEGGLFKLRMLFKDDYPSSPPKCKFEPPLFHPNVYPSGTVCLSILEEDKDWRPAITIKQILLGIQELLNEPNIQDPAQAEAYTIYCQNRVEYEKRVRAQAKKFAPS
# * hit, by the source's call; i = inactive; nt = not tested or not shown. No enrichment for hits; any-hit rate near 4.7%.
SMILES,MEKK2 WT-MEK5,NS3 helicase inh,IMP-1 inhibitor,NALP1 inh,MEKK2 mut-MEK5,PfM18AAP inh,VIM-2 inhibitor,DNA FID counter,SUMO HTRF inh
NS(=O)(=O)c1ccc(CNC(=O)CCCSc2ccccc2)cc1,111.0,-2.1,-0.6,15.5,1.0,-8.0,0.0,-20.7,10.6
O=C(Cc1cccs1)N1CCN(S(=O)(=O)c2ccccc2)CC1,108.0,4.3,-3.4,25.8,5.0,-0.8,-3.4,-2.2,-2.8
O=[N+]([O-])C(/C=C(/Cl)[N+](=O)[O-])=C(N1CCCCC1)N1CCCCC1,102.0,-7.5,-2.6,-7.9,4.0,-4.9,-2.6,4.5,19.3
COc1ccc(CC(=O)OCCN(C)C)cc1,101.0,-1.3,-0.7,24.0,0.0,2.1,-3.0,-3.7,6.6
COc1ccc(Br)cc1/C=N/Nc1cccc(C(=O)O)c1,109.0,2.8,-0.3,34.0,9.0,6.0,-1.6,-15.4,8.1
Cc1ccc(-c2cc(C(=O)N/N=C/c3ccc(F)cc3)n[nH]2)o1,97.0,7.4,-1.4,9.3,2.0,16.0,-2.3,-17.5,-5.2
COc1ccc(NC(=O)c2ccccc2NC(=O)C2CCCO2)cc1 (stereo not drawn),98.0,8.4,-2.2,16.3,1.0,-8.2,0.3,-7.7,-7.3
c1ccc(Cn2nnnc2CN2CCN(c3ncccn3)CC2)cc1,103.0,1.2,-2.9,-1.9,1.0,0.4,-2.9,-14.6,-7.5
Cc1ccc2c(n1)sc1c(-c3ccccc3)c(C#N)c(N)nc12,78.0,-0.8,-0.8,6.9,-4.0,7.4,-3.9,-4.0,36.4
CN(C)C(CNC(=O)c1cccc(C#N)c1)c1ccco1 (stereo not drawn),112.0,4.7,-0.5,9.1,1.0,-2.5,1.0,-2.3,8.9
Fc1ccc(F)c(NC2=NCCCCC2)c1,108.0,-1.6,-1.9,17.8,6.0,-10.3,-2.2,-3.0,2.7
OCC(O)CN1CCCC1 (stereo not drawn),99.0,3.6,-3.5,23.6,0.0,-1.6,-2.3,2.1,14.9
COc1ccc(NC(=O)C2C3CCC(C3)C2C(=O)O)cc1OC (stereo not drawn),106.0,-8.2,-2.5,-2.6,10.0,5.0,-1.2,4.5,19.5
CC1CCCC(NS(=O)(=O)c2ccc3c(c2)OCCO3)C1C (stereo not drawn),106.0,-0.4,-3.6,27.1*,4.0,-1.5,-2.1,-18.4,-1.1
COCc1[nH]nc2c1C(c1cc(OC)c(O)c(OC)c1)C(C#N)=C(N)O2 (stereo not drawn),115.0,1.5,-1.5,-1.6,4.0,37.6*,1.6,-4.5,20.3
C=CCC(=O)N1CCC(n2nccc2NC(=O)CCOc2ccccc2)CC1,99.0,1.4,0.4,29.9,0.0,10.9,1.6,-16.1,-5.0
COc1ccc(NC(=O)CCNC(=O)Cn2ccc3ccccc3c2=O)cc1Cl,98.0,1.6,-2.7,-4.3,-2.0,1.9,-1.9,-20.4,3.9
Cc1cccc(OCC(=O)NCCNC(=O)c2cccnc2)c1,95.0,2.4,-3.8,-0.8,-2.0,-2.6,-1.7,-2.9,7.8
COc1ccc(CCN(C)C(=O)CSc2nc3ncc(Cl)cc3[nH]2)cc1OC,102.0,-12.9,-2.8,3.9,4.0,-2.5,-3.1,-21.9,6.9
COC(=O)c1c(NC(=O)CN2C(=O)C(=O)N(CC(C)C)C2=O)sc2c1CCCCC2,108.0,1.2,-1.6,18.6,14.0,4.1,-2.5,-4.9,-3.5
CN(Cc1ccccc1)CC(O)COc1ccc(CNCCCOc2cccnc2)cc1 (stereo not drawn),139.0*,6.4,-4.0,-2.8,33.0,-2.3,-0.1,24.0,1.4
COc1cc(CC(=O)Nc2cc(S(C)(=O)=O)ccc2Cl)cc(OC)c1OC,101.0,-5.3,-2.1,23.9,2.0,7.6,-2.1,1.9,-1.5
Cc1cc(-c2ccccc2)n(-c2ccc(C(=O)N3CCN(c4ncccn4)CC3)cc2)n1,102.0,-7.8,-2.1,-4.3,0.0,-8.0,-0.9,-43.8,0.4
S=c1[nH]nc(CSCCOc2ccc(Cl)cc2Cl)o1,91.0,19.1,-3.6,8.6,-8.0,8.4,-5.0,-23.7,3.8
CSCC[C@H](NS(=O)(=O)c1ccc(C)cc1)C(=O)N1CCC(C(=O)N[C@@H](Cc2ccccc2)C(=O)O)CC1,103.0,-2.4,-2.4,9.6,2.0,-3.9,-1.1,-29.9,9.1
CCc1cc2c(C)cc(C)cc2nc1SCC(=O)Nc1cc(C)on1,96.0,-25.5,-2.3,6.1,-6.0,18.0,2.2,-3.0,1.7
Cc1cc(NC(=O)CSc2nc3c(c(-c4cccnc4)c2C#N)CCC3)no1,108.0,-5.9,-1.7,5.5,8.0,-4.9,-2.6,-2.2,-6.0
O=[N+]([O-])c1ccc(N2CCCCC2)cc1,94.0,11.8,-3.9,i,-8.0,-1.4,-1.0,-0.6,5.9
O=C(O)C1CCCN1S(=O)(=O)c1ccccc1 (stereo not drawn),96.0,20.3,-0.4,7.0,1.0,-0.5,-0.2,-5.7,0.0
COCCC1CCCCN1C(=O)c1cc(COc2ccc(C)nc2)on1 (stereo not drawn),95.0,18.4,-3.2,1.7,0.0,-11.0,-5.3,-20.1,1.3
CSc1nc(-c2ccccc2)cn1-c1ccc(NC(C)=O)cc1,90.0,-5.9,-2.6,5.7,-3.0,-1.3,-1.3,-19.2,5.2
COc1cc2c(cc1OC)CN(C(=O)c1ccc(OC)c([N+](=O)[O-])c1)CC2,109.0,-14.3,-3.1,-0.4,7.0,2.1,-2.1,-11.4,2.1
OC(COCCOc1ccc(Br)cc1)CN1CCN(Cc2ccccc2)CC1 (stereo not drawn),98.0,-33.1,-0.8,35.7,4.0,0.6,-1.8,18.7,15.8
Cc1oc2cc3oc(=O)c(CC(=O)NCCCC(=O)O)c(C)c3cc2c1C,102.0,14.6,-5.0,2.4,5.0,-3.8,-2.2,-42.8,32.9
COc1ccc(NC(=S)NCCN2CCC(C)CC2)cc1Cl,104.0,-1.0,-2.5,-21.3,1.0,36.0*,-3.2,9.2,-4.7
COc1ccc2c(c1)c1ncn(CCc3ccccc3)c(=O)c1n2C,106.0,-6.1,-0.2,1.8,9.0,-7.6,2.1,-13.5,23.9
COc1ccccc1CN1CC(C(=O)NCc2ncccc2C)CCC1=O (stereo not drawn),100.0,-0.7,-0.7,19.3,2.0,2.3,-5.9,-12.5,11.0
CN(C)S(=O)(=O)c1ccc(NC(=O)COC(=O)c2n[nH]c3ccccc23)cc1,100.0,-1.7,2.5,3.0,2.0,1.6,-1.1,-13.0,-23.2
O=C(CC12CC3CC(CC(C3)C1)C2)Nc1ccccc1N1CCOCC1,106.0,3.1,-3.1,14.8,1.0,-7.0,-1.4,-36.2,10.0
Cc1cc(-c2ccccc2)c2c3c(c(-c4ccccc4)n2n1)c(=O)n(C)c(=O)n3C,103.0,-2.0,-1.7,8.4,5.0,-8.4,-2.1,-3.7,23.0
CS(=O)(=O)N(CC(=O)Nc1cccc(F)c1)Cc1ccccc1,97.0,-2.2,-1.8,21.5,-5.0,-9.9,-4.5,-5.1,-15.6
c1cnc(-c2noc(CN3CCN(C4C5CC6CC(C5)CC4C6)CC3)n2)cn1 (stereo not drawn),100.0,-0.9,-1.8,0.7,-6.0,-2.6,-1.4,-0.9,0.1
Cc1c2cnn(CC(=O)NCCN3CCOCC3)c(=O)c2c(C)n1Cc1ccc(F)cc1,93.0,-4.0,-3.3,11.1,-8.0,-0.9,-2.0,1.6,10.6
O=C(CCOc1ccccc1)Nc1ccnn1C1CCN(Cc2ccc(O)cc2)CC1,148.0*,-82.7,-3.0,9.8,22.0,4.0,-3.0,4.2,-2.7
COc1ccc2c(c1)cc(C)c1nnc(SCC(=O)N3CCN(C(=O)c4ccco4)CC3)n12,83.0,nt,nt,28.1,-7.0,nt,nt,nt,21.3
Nc1nc2ccc(NC(=O)c3ccco3)cc2s1,95.0,2.4,-3.9,-0.8,12.0,9.6,-4.5,-6.2,-10.7
Cc1ccc(Cn2ccsc2=NC(=O)COC(=O)C(C)C)cc1,100.0,0.3,-0.5,1.2,13.0,3.1,-1.9,-26.5,-5.7
Cc1ccc(S(=O)(=O)Nc2ccccc2C(=O)N2CCCC2)cc1,103.0,2.2,-3.4,5.9,5.0,-7.9,-2.1,-27.9,-8.9
COc1ccc(C(=O)c2c(NC(C)=O)sc3c2CCN(C(=O)OC(C)(C)C)C3)cc1,103.0,-10.6,-1.9,44.1*,-2.0,-1.8,-2.4,-27.7,-5.2
O=C(NC1CCCCC1)[C@H](O)[C@@H](O)C(=O)NC1CCCCC1,95.0,-4.3,-0.3,-5.8,-3.0,-7.2,1.4,0.0,11.2
C/C(=N\Nc1nc(-c2ccccc2O)nc2ccccc12)c1ccccc1,94.0,12.0,-3.9,3.1,-7.0,11.9,-4.1,7.2,9.8
CCOC(=O)N1CCN(Cc2nnc(-c3ccccc3C)o2)CC1,103.0,6.6,-5.3,-2.3,3.0,-3.1,-2.1,-23.1,1.4
COc1ccc(C(=O)c2ccc(Cl)cc2)cc1,101.0,-0.7,-3.5,19.8,8.0,-10.9,-3.9,-4.3,15.1
CCc1ccc(NC(=O)c2ccc3nc(N)sc3c2)cc1,96.0,3.8,-4.5,39.7*,-1.0,1.4,-0.4,0.8,-8.2
Cc1ccc(/C=N\NC(=O)Cc2noc3ccccc23)cc1,106.0,-7.1,-2.3,8.3,3.0,-6.9,0.1,-16.7,15.6
O=C(Nc1cccc(Cn2cccn2)c1)c1cc2c(s1)CCCC2,104.0,-7.2,-4.4,25.4,9.0,-6.2,0.7,-2.6,8.8
OCCC1CN(Cc2c(F)cccc2Cl)CCN1C1CCCCC1 (stereo not drawn),93.0,5.7,-2.9,6.8,-13.0,-1.1,-4.0,9.8,-4.9
O=C(/C=C/Nc1ccc(F)cc1F)c1ccco1,94.0,-6.2,-1.7,17.5,-3.0,-0.4,-6.1,1.4,-7.5
COc1ccc(CC2(CO)CCN(C(C)COc3ccccc3)CC2)cc1 (stereo not drawn),99.0,-15.1,-0.8,-9.2,-10.0,-0.6,-1.9,12.2,0.1

# Whole records, looked up by structure. Order of screens: MEKK2 WT-MEK5, NS3 helicase inh, IMP-1 inhibitor, NALP1 inh, MEKK2 mut-MEK5, PfM18AAP inh, VIM-2 inhibitor, DNA FID counter, SUMO HTRF inh
# Cc1ccc(S(=O)(=O)Nc2ccccc2C(=O)N2CCCC2)cc1 in the list: 103.0, 2.2, -3.4, 5.9, 5.0, -7.9, -2.1, -27.9, -8.9
# CCc1ccc(NC(=O)c2ccc3nc(N)sc3c2)cc1 in the list: 96.0, 3.8, -4.5, 39.7*, -1.0, 1.4, -0.4, 0.8, -8.2
# COc1ccc(C(=O)c2c(NC(C)=O)sc3c2CCN(C(=O)OC(C)(C)C)C3)cc1 in the list: 103.0, -10.6, -1.9, 44.1*, -2.0, -1.8, -2.4, -27.7, -5.2
# O=C(Nc1cccc(Cn2cccn2)c1)c1cc2c(s1)CCCC2 in the list: 104.0, -7.2, -4.4, 25.4, 9.0, -6.2, 0.7, -2.6, 8.8

# High-throughput results as filed in PubChem.
